# CaV13 ICDI inh = Primary screen for inhibitors of IQ motif and Ca2+-dependent inactivation inhibitor domain binding in CACNA1D, Förster resonance energy transfer in living cells, … | HEK cells, CFP/YFP FRET ICDI-IQ, plate reader, 10 min; percent FRET-ratio fall versus neutral wells | inhibition, % at 12.3 µM | hit rate 0.098% among 340,000 | AID 743397;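 active = mean replicate inhibition of at least 30% and at least 1% of replicates passing that level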;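 note: 0% = median of the neutral control wells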
# PDI turbidity = inhibitors of human protein disulfide isomerase; PDI insulin aggregation turbidity, A650, 90 min; inhibition, % at 10 µM; hit rate 0.052% among 350,000;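 active = mean inhibition across replicates of 30% or more, whatever share of single replicates reach that level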;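 note: absorbance from insulin aggregation driven by PDI reduction with DTT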
# aDG glyco up = increases alpha dystroglycan glycosylation; Pro5-aDG cells, alpha-DG glycosylation AlphaScreen (IIH6); 0% Pro5, 100% B10-LARGE cell signal; activation, % at 10 µM; hit rate 0.22% among 360,000; AID 624168;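 active = activation of at least 8% versus controls, or a plate z-score of at least 8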;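 note: Pro5 are CHO cells carrying HIG-tagged alpha-DG that lacks glycosylation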
# HTR2A ag = agonists of mouse serotonin 5-HT2A receptor (HTR2A). P35363. CHO-K1 mHTR2A beta-arrestin complementation, luminescence; percent of 30 µM serotonin response. activation, % at 7.6 µM. hit rate 0.66% among 360,000;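 active = activation above a run cutoff, the mean activation of all tested compounds plus 3 SD, cut at about 14% in these data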;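 note: 0% = plate median of compound wells and 100% = 30 µM serotonin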
# Target sequence (P35363 whole entry, looked up): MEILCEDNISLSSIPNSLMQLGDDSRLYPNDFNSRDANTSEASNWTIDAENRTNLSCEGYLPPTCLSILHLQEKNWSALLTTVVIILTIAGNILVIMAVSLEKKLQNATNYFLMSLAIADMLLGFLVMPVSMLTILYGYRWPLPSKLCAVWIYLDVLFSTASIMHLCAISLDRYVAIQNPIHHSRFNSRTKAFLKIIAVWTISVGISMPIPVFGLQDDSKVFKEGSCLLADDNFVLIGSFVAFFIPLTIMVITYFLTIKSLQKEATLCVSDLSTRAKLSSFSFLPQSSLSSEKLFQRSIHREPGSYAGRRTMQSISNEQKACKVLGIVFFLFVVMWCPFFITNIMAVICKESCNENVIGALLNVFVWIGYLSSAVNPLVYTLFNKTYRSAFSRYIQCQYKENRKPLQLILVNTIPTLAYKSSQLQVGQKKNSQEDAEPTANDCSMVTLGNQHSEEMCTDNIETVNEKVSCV
# ABCB6 inh MLPCN = inhibitors of human ABC transporter ABCB6. Q9NP58. K562-ABCB6 porphyrin accumulation, flow cytometry, 1 h; hits give low values. fluorescence ratio to DMSO, % at 10 µM. hit rate 0.19% among 360,000. AID 602162;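 active = fluorescence ratio to DMSO below 75%, the collection mean minus 3 SD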;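 note: signal is porphyrin accumulated inside mitochondria; 100% equals median channel fluorescence of DMSO control wells; lower ratio means ABCB6 inhibition with less porphyrin fluorescence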
# Cardio protect = protects H9c2 cardiomyocytes from peroxide injury. protection from H2O2 cell death, % at 20 µM. AID 588492. H2O2 injury protection, ATPLite, 2 h. hit rate 0.63% among 360,000;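 active = compounds giving at least 50% protection of heart cells from peroxide-induced death in the single-dose screen, raw or plate-pattern-corrected value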;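 note: 0% = DMSO wells with peroxide and 100% = DMSO wells without peroxide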
# MC4R antagonist = human MC4R antagonism in cAMP assay | P32245 | MC4R-expressing cells, MTII-stimulated cAMP, LANCE TR-FRET | inhibition, % at 6.5 µM | hit rate 0.48% among 360,000 | AID 540295;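 active = inhibition above its plate's cutoff, the mean of tested wells on that plate plus 3 SD, cut at about 29% in these data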;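 note: 0% = Melanotan II alone and 100% = Melanotan II plus saturating MCL0020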
# Target sequence (P32245 whole entry, looked up): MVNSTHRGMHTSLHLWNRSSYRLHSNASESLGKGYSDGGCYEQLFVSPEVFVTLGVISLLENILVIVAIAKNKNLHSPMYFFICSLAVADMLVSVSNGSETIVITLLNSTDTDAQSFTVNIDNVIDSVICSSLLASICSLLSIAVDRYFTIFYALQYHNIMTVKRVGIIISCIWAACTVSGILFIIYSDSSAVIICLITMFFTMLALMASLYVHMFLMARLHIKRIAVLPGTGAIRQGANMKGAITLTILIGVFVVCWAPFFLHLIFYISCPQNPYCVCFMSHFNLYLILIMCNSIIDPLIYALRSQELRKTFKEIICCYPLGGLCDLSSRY
#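 Assay system: U2OS-MC4R stable cell line; Also added: Melanotan II; Technique: Eu-cAMP/anti-cAMP TR-FRET, emission 671 nm; Times: 30-min compound, 1-h challenge, 1-h detection, room temperature.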
# N-glyco inh = blocks N-linked glycosylation in D54 reporter cells; D54 ERlucT glycosylation luciferase reporter, 24 h; percent of 100 nM tunicamycin response; reporter increase, % at 12.5 µM; hit rate 0.23% among 360,000; AID 588692;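 active = mean luciferase reporter signal, scaled so untreated is 0 and the glycosylation-blocking control 100, at or above a set limit in every replicate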;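 note: luciferase carries N-glycosylation sites so blocking glycosylation raises the light; 0% = median of neutral control wells and 100% = median of 100 nM tunicamycin wells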
# Vif imaging = inhibitors of HIV Vif; HEK293T cells, Vif self-association by quenched fluorescence, imaging, 24 h; inhibition, % at 7.49 µM; hit rate 0.35% among 340,000; AID 602346; in the data active = inhibition above about 50%, passing the limit was not always enough; note: some results filed as inactive read as strong as hits
# MC4R ag barr = activates human MC4R beta-arrestin recruitment. P32245. U2OS MC4R beta-arrestin complementation, luminescence; percent of melanotan II response, DMSO zero. activation, % at 8.9 µM. hit rate 0.98% among 360,000. AID 540308;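 active = activation above a per-plate cutoff, the mean activation of sample wells on that plate plus 3 SD, cut at about 8% in these data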
# Starred values were filed as active, the others as inactive; . = not tested or not shown.
SMILES	CaV13 ICDI inh	PDI turbidity	aDG glyco up	HTR2A ag	ABCB6 inh MLPCN	Cardio protect	MC4R antagonist	N-glyco inh	Vif imaging	MC4R ag barr
CP(=O)(COC(=O)c1ccccc1)COC(=O)c1ccccc1	-1.1	-7.3	-0.3	-0.6	97.0	-7.7	-1.8	2.3	4.1	0.1
CCOc1ccc2oc(C(=O)NCc3ccccc3CN3CCCC3)c(C)c2c1	-6.7	-2.2	2.4	-4.5	93.0	3.3	3.2	-7.4	1.8	0.0
NC(=O)NOCc1ccc(Cl)cc1Cl	-4.6	-3.5	-0.3	3.9	96.0	5.6	-2.6	0.8	2.9	-1.2
CC(C)Cc1nc(Cl)c(C#N)c2c1CCC2	-4.8	0.9	-0.2	1.6	97.0	3.4	6.9	-1.4	-2.7	1.7
CC12CCC(=O)N1C(C(=O)OCC(=O)Nc1sccc1C#N)CS2 (configuration not stated)	-4.2	13.9	0.0	-3.4	95.0	4.9	-2.1	2.7	12.3	-0.7
CC(C)N(CCCNC(=O)c1nn(C)c2c1CS(=O)(=O)c1ccccc1-2)Cc1ccccc1	-7.0	-2.8	0.1	-1.3	105.0	4.6	7.9	-1.3	-3.7	0.1
COc1ccccc1-c1ccc(=O)n(CC(=O)NC2CCc3ccccc32)n1 (configuration not stated)	-3.2	-4.7	0.1	-3.4	97.0	-4.0	5.0	-2.1	6.9	-1.3
CC(CCc1ccccc1)NC(=O)C1CCCN(C(=O)c2cc3sccc3n2C)C1 (configuration not stated)	-6.4	-3.7	0.3	-5.6	99.0	-1.7	17.0	-0.6	-6.6	-2.0
CCN(Cc1ccccc1)c1cc2c(c3c1ccn3C)C1CCC2O1 (configuration not stated)	-10.8	.	-0.2	-6.2	107.0	-2.0	.	-1.3	.	.
C=CCOc1c(Br)cc(/C=N/Nc2ccc(C(=O)O)cc2)cc1OCC	-2.7	-4.0	0.1	0.0	104.0	4.5	15.9	3.2	-3.4	1.4
CCOc1ccccc1CN1C(=O)c2ccccc2C1C(=O)NC(C)CC (configuration not stated)	-5.2	8.2	0.0	7.1	96.0	-1.5	9.5	1.9	5.5	-2.6
O=[N+]([O-])c1ccc(Cl)c(/C=N/n2c(C3CCCCC3)n[nH]c2=S)c1	-8.7	-15.8	0.2	-1.0	94.0	1.6	-12.0	0.2	2.8	-2.3
CCOc1cc(C(=O)Nc2ccc(S(=O)(=O)NC3=NCCCCC3)cc2)cc(Br)c1OC	-5.8	8.3	-0.1	-4.4	95.0	-2.8	14.3	7.8	5.5	-1.9
O=[N+]([O-])c1ccc(Sc2n[nH]c(-c3ccccc3)n2)nc1	-2.7	-9.8	0.2	-1.2	90.0	-5.9	2.3	-0.4	7.1	-2.2
CN1C[C@@H](CO)O[C@@H](n2cnc3c(N4CCOCC4)ncnc32)C1	-10.1	0.8	-0.2	-4.6	98.0	0.7	5.8	3.0	4.3	-0.7
COc1ccc(CC(=O)Nc2ccc(-c3cn4ccc(C)cc4n3)cc2)cc1	-5.6	4.2	1.7	-4.5	112.0	-17.3	12.4	-2.2	-16.9	4.8
COc1ccc(-n2nc(C(=O)NCC(=O)N3CCC(C)CC3)c3ccccc3c2=O)c(OC)c1	-2.8	1.9	0.0	-2.7	170.0	-8.5	5.2	-6.2	13.0	-0.9
O=C(O)CC1Cc2ccccc2C1C(=O)O (configuration not stated)	-5.4	1.4	0.0	-3.9	94.0	5.1	11.8	1.6	3.0	3.2
COc1ccc(C(=O)COC(=O)c2sc(C)nc2C)cc1OC	-4.8	6.1	0.0	-0.7	98.0	3.1	1.4	-1.4	-0.5	-1.2
COc1ccc(Cn2nnnc2CN(Cc2cc3ccc(C)cc3[nH]c2=O)C2CCCC2)cc1	.	-6.3	-0.1	7.4	92.0	-5.3	3.0	0.0	-2.9	-0.3
COc1ccc(C(=O)O)cc1S(=O)(=O)Nc1ccccc1-c1ccccc1	-6.4	-1.3	0.1	2.0	92.0	2.5	2.9	2.3	7.8	-2.2
COc1ccccc1/C=N/Nc1nccnc1Cl	-8.2	-7.7	-0.1	0.3	101.0	-1.3	-3.5	-0.9	-8.8	-0.5
CCN1CCN(S(=O)(=O)c2ccc(Cl)c(C(=O)Nc3nnc(C)s3)c2)CC1	-5.4	-9.4	0.9	0.5	93.0	-0.8	-2.8	2.4	-1.3	-4.3
Cc1ccc(NC(=O)COC(=O)CCNS(=O)(=O)c2ccc(C)c(C)c2)cc1	-14.9	-7.9	-0.1	-2.0	95.0	0.6	6.9	1.2	-17.3	-0.4
COc1cc(NC(=O)COC(=O)CNC(=O)c2ccc(C)cc2)c(C)cc1[N+](=O)[O-]	-19.0	13.2	0.3	-2.7	98.0	-4.2	-1.5	1.3	-1.3	-1.2

# 4 entries already listed, sorted by heavy-atom count, descending:
SMILES	CaV13 ICDI inh	PDI turbidity	aDG glyco up	HTR2A ag	ABCB6 inh MLPCN	Cardio protect	MC4R antagonist	N-glyco inh	Vif imaging	MC4R ag barr
COc1ccccc1-c1ccc(=O)n(CC(=O)NC2CCc3ccccc32)n1 (configuration not stated)	-3.2	-4.7	0.1	-3.4	97.0	-4.0	5.0	-2.1	6.9	-1.3
CCN1CCN(S(=O)(=O)c2ccc(Cl)c(C(=O)Nc3nnc(C)s3)c2)CC1	-5.4	-9.4	0.9	0.5	93.0	-0.8	-2.8	2.4	-1.3	-4.3
CC12CCC(=O)N1C(C(=O)OCC(=O)Nc1sccc1C#N)CS2 (configuration not stated)	-4.2	13.9	0.0	-3.4	95.0	4.9	-2.1	2.7	12.3	-0.7
COc1ccccc1/C=N/Nc1nccnc1Cl	-8.2	-7.7	-0.1	0.3	101.0	-1.3	-3.5	-0.9	-8.8	-0.5

# Remaining list, next part:
SMILES	CaV13 ICDI inh	PDI turbidity	aDG glyco up	HTR2A ag	ABCB6 inh MLPCN	Cardio protect	MC4R antagonist	N-glyco inh	Vif imaging	MC4R ag barr
CC1(C)CC(Cc2nc(=S)[nH][nH]2)C(=O)O1 (configuration not stated)	-2.5	-2.4	0.1	4.8	104.0	-3.6	19.7	2.4	0.2	-3.5
CCN1CCN(S(=O)(=O)c2ccc(Cl)c(C(=O)N(C)Cc3cccs3)c2)CC1	-1.9	-5.4	-0.2	0.0	99.0	-4.0	2.9	-1.4	28.1	-0.5
Cc1c(NC(=O)c2ccc(NS(=O)(=O)c3ccc(F)c(F)c3)cc2)c(=O)n(-c2ccccc2)n1C	-5.7	3.9	0.0	-0.7	97.0	4.2	-2.9	-0.9	16.9	-0.9
CCn1c(SCC(=O)N/N=C/c2ccccc2OCC(=O)O)nnc1-c1ccc(OC)cc1	-4.9	-2.8	-0.2	1.3	94.0	5.5	2.4	-1.2	13.4	-0.6
CCOc1ccc(C(C)NC(=O)c2cccnc2OCC)cc1OCC (configuration not stated)	-6.8	-1.0	-0.4	-2.7	96.0	-8.4	17.9	-0.5	-7.8	0.3
Clc1ccccc1-c1nnc2sc(CCc3ccccc3)nn12	-7.4	12.8	0.2	-5.8	92.0	-5.2	-3.2	-4.8	-5.2	-4.0
Cc1cc(C(F)(F)F)n2nc(-c3sccc3-n3cccc3)cc2n1	-5.0	16.9	-0.4	-1.0	103.0	-1.4	-13.6	-0.8	-4.0	2.1
CCN1CCN(C(=O)c2oc(=O)c3ccccc3c2-c2ccc(C)cc2)CC1	-4.5	.	-0.2	-4.9	105.0	4.8	-3.5	1.8	10.7	-1.8
Clc1ccc(CNc2cnccn2)cc1	2.1	-5.4	0.3	-0.9	106.0	-7.9	3.4	0.2	-5.4	0.6
O=C(CN1C(=O)C2C3CCC(C3)C2C1=O)NCc1ccco1 (configuration not stated)	-4.2	0.4	0.0	-0.8	97.0	1.0	-1.6	1.6	-5.1	-1.8
COc1ccc(Cl)cc1NC(=O)Nc1ccc(C(=O)N2CCOCC2)cc1	-5.3	-8.9	-0.6	-5.8	94.0	2.9	0.8	-6.0	-12.8	-2.7
Clc1ccc(CN(Cc2ccccc2)C(c2cccs2)c2nnnn2C2CCCC2)cc1 (configuration not stated)	-4.7	-0.4	0.1	0.2	111.0	-13.9	12.7	-10.9	.	0.2
CCC(C)N1C(=O)CN(C2CCCCCC2)C(=O)C1c1ccccc1F (configuration not stated)	-3.3	6.8	-0.1	2.0	100.0	13.0	-4.3	0.0	-1.6	-1.9
COc1ccc(C2=Nn3c(nnc3-c3ccccn3)SC2)cc1OC	-8.6	-4.1	0.0	6.0	99.0	8.3	0.7	-1.0	26.5	1.0
CCC(CC)c1nnc(NC(=O)CCCN2C(=O)c3ccccc3C2=O)s1	-5.5	3.2	0.2	3.1	89.0	10.2	-5.0	2.3	.	-1.8
CCc1ccc(CNC(=O)CN2C(=O)COc3ccccc32)cc1	-7.5	7.7	0.2	1.1	99.0	3.0	4.2	0.7	-5.2	3.5
COc1ccc(C(CNC(=O)CSc2ccc(Br)cc2)N2CCOCC2)cc1 (configuration not stated)	-5.3	-1.1	0.0	-5.7	103.0	-0.5	5.4	-2.6	5.5	-0.5
O=C1Nc2ccccc2C12OCC(COc1ccc(Cl)cc1)O2 (configuration not stated)	-4.5	-1.9	0.6	-5.0	90.0	-7.5	0.6	-0.6	-7.8	2.5
COC(=O)c1c(NC(=O)c2ccc(C)o2)sc2c1CCCCC2	-5.1	-4.9	-0.1	-0.2	93.0	-9.0	2.3	-1.6	-14.0	-1.5
COc1cc(/C=C2\SC(=S)N(C(C(=O)O)c3ccccc3)C2=O)cc(OC)c1OC (configuration not stated)	-2.1	1.7	-0.1	2.0	80.0	0.3	0.5	1.4	10.1	0.4
Cc1ccc(Cl)cc1NC(=O)c1cnn2c1NC(c1ccco1)CC2C(F)(F)F (configuration not stated)	-8.5	0.8	0.8	-1.5	109.0	7.8	7.5	-5.2	-6.1	0.3
O=c1c2ccccc2nc2n1CC/C2=C\N1CCN(c2ccc([N+](=O)[O-])cc2)CC1	-5.7	2.2	-0.2	9.9	102.0	26.9	-1.8	3.1	-2.5	7.0
CCOc1ccccc1CN1CCN(Cc2nc3c(s2)CCCC3)CC1CCO (configuration not stated)	-1.4	-6.8	0.7	-1.3	101.0	7.0	0.9	-1.6	0.8	-1.8
CCOC(=O)C1CCCN(C2=NC(=O)/C(=C/c3ccc(OC)cc3OC)S2)C1 (configuration not stated)	-18.2	-9.6	0.0	1.4	102.0	33.0	-7.3	-3.2	-1.6	-1.4
COC(=O)c1ccccc1OCCOCCOc1cccc2cccnc12	-13.1	0.1	0.3	0.3	102.0	-2.1	-0.4	-0.7	7.8	-1.3
COCCNC(=O)c1cccc(OC2CCN(Cc3ccccc3OC(F)F)CC2)c1	-3.2	-1.5	0.1	-1.5	91.0	6.9	12.8	-0.4	16.6	-1.5
O=C(CCc1ccccc1)Nc1ccccc1C(=O)NCc1ccco1	-5.2	-5.3	0.3	0.9	92.0	19.4	-2.2	-1.1	-2.6	-1.9
CCOC(=O)/C(C#N)=C/Nc1ccccc1OC(F)(F)F	-18.9	10.1	0.1	0.2	99.0	3.7	10.0	1.3	5.9	1.8
